hcGAS inh: Primary biochemical luminescence assay for human cyclic GMP-AMP synthase inhibitors; Q8N884; recombinant h-cGAS, ATP depletion, Kinase-Glo luminescence; inhibition, % at 12.5 µM; 0.081% of 290,000 active;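 note: 0% = vehicle reaction and 100% = reaction without DNA for no activity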
Target sequence (Q8N884 whole entry, looked up): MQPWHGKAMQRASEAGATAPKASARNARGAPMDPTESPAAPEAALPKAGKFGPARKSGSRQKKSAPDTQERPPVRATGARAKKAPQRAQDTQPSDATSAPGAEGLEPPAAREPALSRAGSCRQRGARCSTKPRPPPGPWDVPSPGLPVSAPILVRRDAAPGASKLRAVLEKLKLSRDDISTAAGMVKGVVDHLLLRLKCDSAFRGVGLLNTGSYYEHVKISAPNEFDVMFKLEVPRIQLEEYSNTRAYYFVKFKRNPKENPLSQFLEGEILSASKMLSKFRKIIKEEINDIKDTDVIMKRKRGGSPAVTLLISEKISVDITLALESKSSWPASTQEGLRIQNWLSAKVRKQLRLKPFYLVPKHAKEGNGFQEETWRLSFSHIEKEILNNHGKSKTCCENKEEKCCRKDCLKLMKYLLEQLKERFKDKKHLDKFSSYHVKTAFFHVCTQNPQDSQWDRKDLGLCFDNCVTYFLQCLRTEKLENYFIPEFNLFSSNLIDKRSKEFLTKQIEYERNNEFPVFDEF
mcGAS inh: cyclic GMP-AMP synthase inhibitors, mouse, primary biochemical chemiluminescence; Q8C6L5; recombinant cGAS, Kinase-Glo ATP depletion luminescence; inhibition, % at 12.5 µM; 0.15% of 160,000 active;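 note: 0% = negative control wells and 100% = reference inhibitor with no enzyme activity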
NPYLR7 agonist: agonists of mosquito NPYLR7 receptor, primary screen, cell-based, Aedes aegypti, calcium fluorescence, mosquito biting behavior; Aedes aegypti neuropeptide Y-like receptor 7 (NPYLR7); HEK293T NPYLR7/Galpha15, GCaMP6s calcium fluorescence; activation, % at 10 µM; 0.15% of 270,000 active; AID 1259423, 2018; in the data active = activation above about 40%;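 note: 0% = vehicle and 100% = reference agonist at the receptor; some compounds past the cut are filed as inactive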
* hit, by the source's call; . = not tested or not shown; & = joins results of further samples. Cut-off read from the data, not from the text of the source, unless noted: active = inhibition above about 40%; inactive = the rest.

SMILES	hcGAS inh	mcGAS inh	NPYLR7 agonist
CCCn1c(C(Cl)=Cc2ccc(F)c(F)c2)nc2cc(S(=O)(=O)N3CCOCC3)ccc21	-7	-8	0
CN(C)c1ccc(N)cc1CN(Cc1ccc(F)cc1)C(=O)c1ccco1	3	.	-1
CSc1nc(NC(C)C)c2cnn(CCNC(=O)CC(C)C)c2n1	-3	-6	.
COc1ccccc1-c1nc2ccc(C)cn2c1NC(=O)CC(C)(C)C	2	-2	-7
Cc1cc(C(=O)N2CCN3C(=O)CNC(=O)C3C2)sc1-c1ccccc1 (stereo not given)	1	.	1
COc1ccc2nc(C)cc(OCC(=O)NC3CCCC3)c2c1	-12	-4	3
COc1ccc(-c2noc(Cn3ccn4nc(-c5cccs5)cc4c3=O)n2)cc1	-5	-8	-4
COc1ccc(OC)c(/C=C2N=C(/C=C/c3ccc(Cl)cc3)OC/2=O)c1	5	5	-5
O=C(NCCC12CC3CC(C1)CC(CCNC(=O)c1cccs1)(C3)C2)c1cccs1	0	0	-7
CN(Cc1cc([N+](=O)[O-])ccc1Cl)C(=O)CCc1ncc(-c2ccc(F)cc2F)o1	-2	-5	3
O=C(COC(=O)c1ccccc1)Nc1ccccc1Br	-6	.	-2
c1ccc2sc(C34CC5CC(CC(C5)C3)C4)nc2c1	-2	.	4

Following part.
SMILES	hcGAS inh	mcGAS inh	NPYLR7 agonist
CC(C)c1ccc(C2NC(=O)N(C)C3=C2C(=O)N(Cc2ccc(F)cc2)C3)cc1 (stereo not given)	-7	-6	.
CCC(C)NC(=O)Cn1nc2ccc(SCc3ccc(Cl)cc3)nn2c1=O (stereo not given)	-2	-8	3
CCCc1nnc(C(=O)N2[C@@H]3CC[C@H]2CC(O)C3)o1 (stereo not given in full)	-12	-8	.
Cc1nc(N2CCN(CC(C)O)CC2)c2c3c(sc2n1)CCC3 (stereo not given)	-13	.	7
CCN1CCN(c2c(CN(CCOC)C(=O)C3CC3)c(C)nn2-c2ccccc2)CC1	1	-1	0
O=C(O)c1cc(-c2ccccn2)nc2ccc(Br)cc12	-6	.	5
COc1ccc2[nH]c(C)c(CC(=O)N(CCC#N)CC3CCCO3)c2c1 (stereo not given)	-6	.	9
CC(NS(=O)(=O)c1cccc(F)c1)c1ccc(Cl)s1 (stereo not given)	-13&15	5	5&-8
CC(C)(C)c1ccc(S(=O)(=O)NC(=O)C2(C)CCN2C(=O)Cc2cc(F)ccc2F)cc1 (stereo not given)	-7	.	1
CC(CCc1ccccc1)NC(=O)CC(c1cccc(F)c1)c1c[nH]c2ccccc12 (stereo not given)	-2	2	.
CN1C(=S)N(C2CCCCC2)C(=O)/C1=C\c1ccncc1	-4	-4	-5
O=C(Nc1cn[nH]c1)N1CCCCC1c1nc(-c2ncccn2)no1 (stereo not given)	-1	.	2

New compounds follow:
SMILES	hcGAS inh	mcGAS inh	NPYLR7 agonist
Cc1cccn2c(=O)c3cc(C#N)c(=O)n(C(C)C)c3nc12	-6	-6	0
O=C(CSc1nnc2scc(-c3ccccc3)n12)NCCc1ccccc1	-2	-1	-13
Cc1cc(C)n(-c2nc(N3CCOCC3)nc(C)c2[N+](=O)[O-])n1	-9	.	9
CCCNc1nc(SC)nc2c1cnn2CCNC(=O)C12CC3CC(CC(C3)C1)C2	0	2	.
O=C(Nc1ncn[nH]1)C1CCN(S(=O)(=O)c2cccc(OC(F)(F)F)c2)CC1	-6	-17	5
CC(=O)c1c(C)[nH]c(C(=O)NC2CCCCC2C)c1C (stereo not given)	-11	.	14
Cc1nn(-c2nc3ccccc3[nH]2)c(N)c1N=Nc1ccc(S(N)(=O)=O)cc1	-1	-4	4
O=C(c1ccco1)N(Cc1cccc(OS(=O)(=O)c2ccc(F)cc2)c1)C1CC1	-3	1	1
CC1CN(S(=O)(=O)N2CCN(C(=O)CCc3cccs3)CC2)CC(C)O1 (stereo not given)	5	.	-3
Cc1[nH]cnc1-c1nccn1CC(F)(F)F	-9	-16	7
CC(=O)N1CC2(C)CN(C(C)=O)CC(C)(C1)C2O (stereo not given)	-18	.	0
CCCC1(CCC)NC(=O)N(CC(=O)Nc2ccc(S(=O)(=O)NC(C)C)cc2)C1=O	-4	.	-1

The list continues.
SMILES	hcGAS inh	mcGAS inh	NPYLR7 agonist
CCOc1ccc(/C=C/c2onc(C)c2[N+](=O)[O-])cc1OCC	0	.	-5
c1ccc2c(c1)nc(Nc1ccc3c(c1)OCCO3)c1nnnn12	-1	.	-6
Cc1ncoc1C(=O)N1CCCC(CNC(=O)c2ccc(-c3ccccc3)cc2)C1 (stereo not given)	-5&-2	-4	4&9
COc1ccc(CCN(C)C2CCCN(C(=O)c3cc4ccccc4s3)C2)cc1OC (stereo not given)	-5	.	3
Cc1ccc(S(=O)(=O)N2CCCc3c(C(N)=O)cccc32)c(Cl)c1	-7	.	6
CC1C(=O)N(c2ccc([N+](=O)[O-])cc2)CCN1C(=O)c1ccc(C(F)(F)F)cc1 (stereo not given)	-3	.	-1
CC(C(=O)NC1CCCC1)N1CCN(c2cc(=O)[nH]nc2-c2ccccc2)CC1 (stereo not given)	-11	.	-5
Cc1nn(-c2ccccc2)c(C)c1NC(=O)CCN1CCCC1C1CCCCC1 (stereo not given)	7	-3	-1
CC1CN(C(=O)CSc2nnc(Cc3cccs3)n2-c2ccccc2)CCO1 (stereo not given)	-4	.	6
Cc1ccc(C(=O)N2C(C(=O)NCc3ccccn3)COC23CCN(C(=O)c2ccc4c(c2)OCO4)CC3)cc1 (stereo not given)	-3	-4	0
COc1cc(OC)cc(C(=O)N2CCN(c3nc(C)nc(C)c3Cc3ccccc3Cl)CC2)c1	-7	-7	1
Cc1cccc(C(N)=O)c1NS(=O)(=O)C1CCCCC1O (stereo not given)	-9	.	4

Overlap with the part before: two entries, followed by the next part.
SMILES	hcGAS inh	mcGAS inh	NPYLR7 agonist
COc1cc(OC)cc(C(=O)N2CCN(c3nc(C)nc(C)c3Cc3ccccc3Cl)CC2)c1	-7	-7	1
Cc1cccc(C(N)=O)c1NS(=O)(=O)C1CCCCC1O (stereo not given)	-9	.	4
COc1ccc(C(=O)N(CCCN(C)C)c2nc3c(F)cc(F)cc3s2)cc1OC	-5	-7	8
O=C(NC(c1ccccc1)c1ccccc1)c1c(O)nc2sccn2c1=O	2	-7	-2
CCN(CC)c1ccc(/C=N/n2nnnc2N)c(O)c1	0	-6	-7
Cc1ccc2nc(CNC(C)c3cccc(C(F)(F)F)c3)cc(=O)n2c1 (stereo not given)	-3	.	12
C=CCn1c(SCC(=O)NCc2ccccc2)nnc1-c1ccco1	-3	-7	8
FC(F)(F)c1cc(-c2cccs2)nc(N2CCCC2)n1	-1	.	-3
Cc1nn(-c2cccc(F)c2)c(N2CCN(C(C)C)CC2)c1CN(C(=O)Nc1ccccc1F)C(C)C	-3	-7	20
CCCCc1nc2cc(C(=O)N[C@@H](Cc3ccccc3)C(=O)OC)ccc2o1	-5	-9	10
COCCN(CC(=O)N(CCc1ccc(OC)c(OC)c1)Cc1sccc1C)S(=O)(=O)c1cc(Cl)ccc1Cl	-8	-5	.
O=C(O)CCCCCN1C(=O)/C(=C/c2cccc(Cl)c2)SC1=S	-3	-3	1
CC1(C(=O)NS(=O)(=O)Cc2ccccc2C(F)(F)F)CCN1C(=O)C/C=C/c1ccccc1 (stereo not given)	-4	.	4
CC(=O)Nc1cccc(C(C)NC(=O)CCc2cccc(Cl)c2Cl)c1 (stereo not given)	-4	.	5

Next section:
SMILES	hcGAS inh	mcGAS inh	NPYLR7 agonist
O=C(CSCC(=O)NC1CCC(c2ccccc2)CC1)Nc1ccc(F)cc1 (stereo not given)	4	.	3
Cc1cc(C)cc(NC(=O)N2CCN(CCCOCC(F)(F)F)CC2)c1	-11	-15	15
O=C1COCc2ccc(-c3cc(F)cc(F)c3)cc2N1CC1CC1	-12	.	8
Cc1ccc(C)c(CNC(=O)C(C)(C)NC(=O)c2cccs2)c1	-5	-17	23
Cc1n[nH]c(C)c1S(=O)(=O)N1CCC(C(=O)O)CC1	-3	.	9
Cc1ccc2cc(CCNC(=O)C3CCCC3)c(=O)[nH]c2c1C	-4	.	3
Cc1oc(C)c(C(=O)N(C)CC(=O)N(C)C)c1C	-18	.	-2
CC(=O)Nn1ccc2nc3nc(C)nn3c(-c3ccccc3)c2c1=O	-9	.	7
CC(C)C(NC(=O)Cc1noc2ccccc12)c1nnc2n1CCNCC2 (stereo not given)	-7	-15	.
CC1(C)O[C@@H]2CC3C4C[C@H](F)C5=CC(=O)CC[C@]5(C)C4[C@@H](O)C[C@]3(C)[C@]2(C(=O)CO)O1 (stereo not given in full)	-2	.	-9
CN(C)S(=O)(=O)c1ccc2c(c1)C(=NNc1ccccc1)c1cc(S(=O)(=O)N(C)C)ccc1-2	-3	-5	3
CN(CCNC(=O)C(F)(F)F)C(=O)Cc1ccccc1C(=O)Nc1ccc2c(c1)CCC2	-1	.	6

Going on with the list:
SMILES	hcGAS inh	mcGAS inh	NPYLR7 agonist
C1CCC(NC2=NCCCNC23CCCCC3)CC1	-3	-4	.
COc1ccc(-n2c(SCc3ccc(C(=O)NCc4cccc(C(F)(F)F)c4)cc3)nnc2-c2ccco2)cc1	-6	-6	14
O=C(Nc1ccc(-n2cccn2)cc1)C1CCCCN1Cc1cccn1-c1ccccn1 (stereo not given)	-6	-10	8
Cc1ccc(C)c(S(=O)(=O)N2CCN(C(=O)CN3C(=O)NC4(CCCCC4C)C3=O)CC2)c1 (stereo not given)	-3	-5	2
Cc1cc(C(=O)N=c2sccn2C)c(C)n1-c1ccccn1	-7	.	10
O=C(c1ccccc1NCc1ccccn1)N1CCC2(CCNCC2)CC1	-3	.	4
O=C(COc1ccccc1F)NNS(=O)(=O)c1cccc(Cl)c1	-4	.	4
CCN1/C(=C\C=C2/SC(=NCc3ccccc3)N(C)C2=O)Sc2ccccc21	0	1	-5
Cc1ccc(F)c(N2CCN(C(=O)c3ccc([N+](=O)[O-])cc3)C(C)C2=O)c1 (stereo not given)	-2	-8	28
CC(C)[C@H](CO)Nc1nc(Nc2cc(N)cc(Cl)c2)c2ncn(C(C)C)c2n1	1	.	-16
CC(C)(C)c1nc(SCc2cn3cc(Cl)ccc3n2)n[nH]1	-12	.	11
O=C(c1cc(-n2cnnn2)ccc1O)N1CCO[C@@H]2CCCC[C@H]21	-5	-12	9

Rewritten field by field: part of the list above.
SMILES: Cc1ccc(C)c(S(=O)(=O)N2CCN(C(=O)CN3C(=O)NC4(CCCCC4C)C3=O)CC2)c1 (stereo not given)
  hcGAS inh = -3; mcGAS inh = -5; NPYLR7 agonist = 2

SMILES: C1CCC(NC2=NCCCNC23CCCCC3)CC1
  hcGAS inh = -3; mcGAS inh = -4; NPYLR7 agonist = .

SMILES: O=C(Nc1ccc(-n2cccn2)cc1)C1CCCCN1Cc1cccn1-c1ccccn1 (stereo not given)
  hcGAS inh = -6; mcGAS inh = -10; NPYLR7 agonist = 8

SMILES: O=C(c1cc(-n2cnnn2)ccc1O)N1CCO[C@@H]2CCCC[C@H]21
  hcGAS inh = -5; mcGAS inh = -12; NPYLR7 agonist = 9

The results go on:
SMILES	hcGAS inh	mcGAS inh	NPYLR7 agonist
NC(=O)CC(NC(=O)Nc1ccccc1)C1CCOCC1 (stereo not given)	-6	.	-1
Cc1nc2ccccn2c1Cn1nnnc1C(C)(C)C	-7	-15	4
COc1cc([C@@H]2c3cc4c(cc3[C@H](O)[C@H]3COC(=O)[C@H]23)OCO4)cc(OC)c1OC	-7&-6&-4	-4&2	-7&-7&-1
Cc1ccc(C(c2c(O)cc(C)n(Cc3cccnc3)c2=O)N2CCN(c3ccccc3F)CC2)cc1 (stereo not given)	-8	.	12
Cn1c(=O)n(CCc2ccccc2)c(=O)c2c1nc1n2CCCN1c1ccccc1	-5	-5	1
Cn1cc(CN2CCN(c3cnccn3)CC2)c(-c2cccc(Cl)c2)n1	1	.	1
COCCCNC(=O)CSc1nc(Cl)cc(N2CCN(C(=O)c3ccc(C(C)(C)C)cc3)C(C)C2)n1 (stereo not given)	-1	-4	19
O=C(CNC(=O)c1ccc(=O)n(-c2ccc(F)cc2)n1)Nc1cn[nH]c1	-1	.	12
N#CCCN(Cn1ccc(-c2ccccc2)n1)CC(F)(F)F	-11	.	4
S=c1[nH]nc(-c2c[nH]c3ccccc23)n1-c1ccc(Cl)cc1	-3	.	1
O=[N+]([O-])c1cccc(-c2nc(/C=N\O)c3ccccn23)c1	-7	-7	-9
C#Cc1cccc(NC(=O)c2cc3c(C)nn(C)c3s2)c1	-6	.	13

The listing continues:
SMILES	hcGAS inh	mcGAS inh	NPYLR7 agonist
COc1cc(-c2n[nH]c(=O)n2C2CCCC2)ccc1O	-2	-9	3
O=C(/C=C/c1ccc(N2CCC(c3ccccc3)=N2)cc1)c1ccccc1	5	4	-3
Fc1cccc(F)c1CSc1nnc(-c2cc(-c3ccccc3)nc3ccccc23)n1CC1CCCO1 (stereo not given)	-7	-7	-5
CCc1cccc(NC(=O)N(CCN2CCOCC2)CC(=O)N(Cc2ccc3c(c2)OCO3)Cc2ccco2)c1	-4	-5	7
CC(C)=CC(=O)NC(c1ccc(F)cc1)c1ccc(SCc2ccccc2)cc1 (stereo not given)	-2	1	0
COc1ccc(Cl)cc1Sc1ccccc1[N+](=O)[O-]	-11	.	5
O=C(Nc1cccc(S(=O)(=O)N2CCCCC2)c1)c1cc[n+]([O-])cc1	-2	-5	-4
O=C(Cc1ccc([N+](=O)[O-])cc1)NCc1nnnn1-c1ccc(F)c(F)c1	3	2	1
